Assay outcomes (PubChem)
SENP7 inh = inhibitors of human SENP7 protease; Q9BQF6; recombinant SENP7, Z-RLRGG-aminoluciferin luminescence, 40 min; inhibition, % at 5 µM; 330,000 compounds, 1.5% hits;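 active = inhibition above about 50% at the single test dose, limit read from the data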;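 also: plate controls were DMSO with enzyme for no effect and no enzyme buffer wells for full effect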
Target sequence (Q9BQF6 706-1050 limits assumed): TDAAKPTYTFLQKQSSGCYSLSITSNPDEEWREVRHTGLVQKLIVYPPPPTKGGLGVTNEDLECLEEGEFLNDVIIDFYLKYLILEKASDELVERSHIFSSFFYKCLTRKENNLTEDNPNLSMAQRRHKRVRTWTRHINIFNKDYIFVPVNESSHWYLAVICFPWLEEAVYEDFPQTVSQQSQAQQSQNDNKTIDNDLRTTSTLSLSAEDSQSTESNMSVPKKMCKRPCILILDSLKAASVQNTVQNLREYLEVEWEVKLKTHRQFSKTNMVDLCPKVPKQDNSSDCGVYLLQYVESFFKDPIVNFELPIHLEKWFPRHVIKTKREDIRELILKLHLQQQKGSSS
PfG6PD inh = PfG6PD (Plasmodium falciparum) enzyme inhibition | 350,000 compounds, 0.78% hits | PfGluPho enzyme, NADPH resazurin-diaphorase fluorescence | inhibition, % at 20 µM;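 active = inhibition reaching at least a set limit at 20 µM in the primary screen, cut at about 59% in these data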;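 also: 0% = DMSO wells with substrate and 100% = DMSO wells lacking glucose-6-phosphate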
UBC13 inh = blocks human UBC13 polyubiquitin chain formation; TR-FRET; inhibition, % at 20 µM; 330,000 compounds, 0.47% hits; in the data active = inhibition above about 45%, passing the limit was not always enough
Target sequence (P61088 whole entry, looked up): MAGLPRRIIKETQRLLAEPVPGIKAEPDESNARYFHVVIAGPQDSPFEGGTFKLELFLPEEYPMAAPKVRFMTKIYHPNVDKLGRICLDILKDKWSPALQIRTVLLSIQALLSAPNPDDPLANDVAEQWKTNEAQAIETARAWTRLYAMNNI
SENP8 block-1 = SENP8 (human) protease inhibition; Q96LD8; recombinant SENP8, Nedd8 substrate fluorescence; AID 602440; 360,000 compounds, 0.64% hits; inhibition, % at 20 µM; in the data active = inhibition mostly above about 40%, no sharp cut-off; inactive = mostly below about 27%
Target sequence (Q96LD8 whole entry, looked up): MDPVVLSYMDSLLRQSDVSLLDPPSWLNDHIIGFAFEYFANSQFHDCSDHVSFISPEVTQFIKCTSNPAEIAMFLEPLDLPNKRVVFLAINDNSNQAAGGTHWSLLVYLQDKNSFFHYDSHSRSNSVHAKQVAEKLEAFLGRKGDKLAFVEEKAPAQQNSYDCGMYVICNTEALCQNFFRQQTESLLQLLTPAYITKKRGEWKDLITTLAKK
HKDC1 inh = inhibitors of human hexokinase HKDC1; Q2TB90; recombinant HKDC1, G6PDH/diaphorase resazurin coupled fluorescence; inhibition, % at 20 µM; 340,000 compounds, 0.16% hits; AID 493160;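 active = inhibition above about 35% when tested at 20 µM, limit read from the data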;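 also: plate controls were DMSO wells with enzyme for no effect and DMSO wells lacking enzyme for full effect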
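Test system: recombinant HKDC1 (HK5) hexokinase enzyme, produced in-house; Amount: enzyme 5 µg/mL final; Buffer or medium: Tris pH 8.0 buffer with MgCl2, Tween-20, BSA, BME; Reagent: glucose and ATP substrates; Doses: 20 µM test compound, 1% DMSO; Incubation: 90 min reaction incubation at room temperature, dark; Detection: resorufin fluorescence at 613 nm.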
SENP8 block-2 = inhibitors of human SENP8 protease. purified SENP8, Z-RLRGG-aminoluciferin cleavage, luminescence. inhibition, % at 10 µM. 330,000 compounds, 1.2% hits. AID 2540; in the data active = inhibition above about 50%
SENP6 inh = SENP6 protease inhibition | 330,000 compounds, 1.8% hits | Recombinant SENP6 catalytic domain, aminoluciferin luminescence | inhibition, % at 10 µM | Q9GZR1;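 active = inhibition above about 50% at the single tested dose, limit read from the data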;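 also: plate controls were DMSO wells with enzyme for no effect and DMSO wells lacking enzyme for full effect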
MIN6 prolif = MIN6 beta-cell proliferation induction. MIN6 cells proliferation, ATPlite luminescence, 48 h; cells starved in 0.2% serum; 100% = growth in 10% serum. 330,000 compounds, 0.29% hits. proliferation, % at 10 µM;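 active = compounds whose signal lies at least 3.5 SD above the mean of all wells on their plate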;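 also: 0% = DMSO-treated cells in low-serum medium and 100% = 10% serum control; some compounds called inactive have numbers as strong as hits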
SENP1 FRET inh = blocks the human SENP1 SUMO protease catalytic domain; recombinant SENP1 catalytic domain, CyPet-SUMO1-YPet FRET cleavage; Q9P0U3; AID 624204; inhibition, % at 10 µM; 360,000 compounds, 0.21% hits;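 active = inhibition at least 30% at 10 µM, raw YFP signal under a set limit, fluorescence ratio 0.5 to 1.5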;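 also: 0% = enzyme with DMSO and 100% = no enzyme wells; some results filed as inactive read as strong as hits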
Target sequence (Q9P0U3 419-644 limits assumed): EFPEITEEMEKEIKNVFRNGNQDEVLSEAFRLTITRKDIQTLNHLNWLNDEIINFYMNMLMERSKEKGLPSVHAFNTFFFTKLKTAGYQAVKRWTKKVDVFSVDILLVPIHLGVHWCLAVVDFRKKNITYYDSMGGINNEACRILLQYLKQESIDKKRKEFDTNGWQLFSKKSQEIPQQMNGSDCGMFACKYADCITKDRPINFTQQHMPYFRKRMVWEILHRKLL
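Compound: 10 µM single point, 0.5% DMSO; Test system: hSENP1 catalytic domain, recombinant; Timing: 50 min reaction at room temperature; Technique: FRET, CFP and YFP emission; Control set: no-enzyme wells low, DMSO-plus-enzyme wells high control.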
Numbers without * were called inactive; . = not tested or not shown. Not all compounds are listed; rates above refer to the full screens.

no.	Structure	SENP7 inh	UBC13 inh	MIN6 prolif	HKDC1 inh	SENP8 block-2
1	COc1ccc2c(c1O)C13CCN(C)C(C2)C1CCC(=O)C3 (stereo not drawn)	-1	5	1	7	6
2	CCn1c(O)c(N=Nc2ccc(S(=O)(=O)N3CCOCC3)cc2)c(=O)n(CC)c1=S	8	-30	-6	-2	-5
3	O=C1C2C3CCC(O3)C2C(=O)N1CCO (stereo not drawn)	-5	5	-1	-1	-2
4	Cc1ccc2c(c1)CC1(CN2C)C(=O)NC(=O)N(CCC2=CCCCC2)C1=O (stereo not drawn)	10	-4	-1	8	-9
5	CCOc1ccccc1-n1c(O)c(C=NCCCN(CC)CC)c(=O)[nH]c1=O	3	5	-1	-1	-9
6	CCN(CC)C(=O)c1ccc(NC(=O)CN2CCc3cc(OC)c(OC)cc3C2)cc1	-3	-4	-2	-1	0
7	Cc1cccc(OCC(=O)N2CCN(Cc3ccncc3)CC2)c1	-4	-4	0	-2	-14
8	CC(=O)N1CCC(N2CCCC(C(=O)c3cccc(Cl)c3)C2)CC1 (stereo not drawn)	6	-2	-2	-14	-3
9	O=P(Nc1ccccc1)(Nc1ccccc1)Oc1ccccc1	-6	0	3	-9	-4
10	[N-]=[N+]=NCc1cn2cccnc2n1	1	5	-4	5	-4
11	O=C1CC(=O)N(Cc2ccccc2)C(=O)N1	.	.	.	-6	.
12	O=C(COC(=O)Cc1ccccc1)Nc1ncc(Cl)cc1Cl	-3	7	0	-4	-2

no.	PfG6PD inh	SENP6 inh	SENP8 block-1	SENP1 FRET inh
1	-1	-19	12	0
2	-7	-15	40*	1
3	-15	5	13	0
4	-4	6	0	-17
5	7	-27	24	0
6	-10	-4	-35	-6
7	-14	-6	21	1
8	-8	0	-1	-2
9	16	0	1	1
10	-8	-12	-447	1
11	-1	.	7	-1
12	-10	-6	15	4

Going on with the list.
no.	Structure	SENP7 inh	UBC13 inh	MIN6 prolif	HKDC1 inh	SENP8 block-2
13	COc1cc2c(c(OC)c1OC)-c1ccc(O)cc1[C@@H](NC(C)=O)CC2	-15	-17	-9	-2	-11
14	CCNC(=O)C1OC(n2cnc3c(N)ncnc32)C(O)C1O (stereo not drawn)	-1	0	-4	-9	-5
15	CCOC(=O)C(O)(c1ccc(N(CC)C(=O)COc2ccccc2)cc1)C(F)(F)F (stereo not drawn)	5	2	0	15	-1
16	Cn1cccc1/C=C1\C(=O)NC(=O)N(CCC2=CCCCC2)C1=O	.	.	.	0	.
17	Cc1ccc(NP(=O)(c2ccccc2)c2nc3ccccc3s2)cc1 (stereo not drawn)	2	0	-3	-14	-4
18	c1ccc(CNC2=NCCS2)cc1	-3	-1	-2	-5	-5
19	Cc1c(C=O)c2ccccc2n1Cc1ccc(F)cc1	-6	16	0	21	5
20	CNc1cc(N2CCNCC2)ccc1[N+](=O)[O-]	-1	-118	2	3	-11
21	COc1ccc2c(c1OC)C(=O)O[C@H]2[C@@H]1c2cc3c(cc2CCN1C)OCO3	-2	0	0	-7	8
22	N=C(N)c1c(O)n(C2CCCCC2)c(=O)n(C2CCCCC2)c1=O	-4	13	-4	2	-6
23	O=P(O)(O)/C=C(\Cl)c1ccccc1	7	0	0	-3	5
24	C[C@]12C[C@@H](O)[C@H](O)CC1=CCC1C2CC[C@@]2(C)C1CC[C@@H]2O (stereo partly drawn)	-8	-11	-1	0	-8

no.	PfG6PD inh	SENP6 inh	SENP8 block-1	SENP1 FRET inh
13	6	-6	12	0
14	4	16	11	-1
15	-21	-2	9	0
16	-14	.	-359	-5
17	10	4	-1	2
18	-12	-10	10	-1
19	-12	2	-3	-5
20	10	-11	23	2
21	-9	6	-16	-13
22	34	-6	18	1
23	-10	2	1	1
24	-4	-9	14	2

Next entries.
no.	Structure	SENP7 inh	UBC13 inh	MIN6 prolif	HKDC1 inh	SENP8 block-2
25	O=C(c1cccn2c(=O)c3cc(Br)ccc3nc12)N1CCC2(CC1)OCCO2	1	6	0	-11	-11
26	CCC1CN1P(=O)(N1CCCC1)N1CC1CC (stereo not drawn)	.	.	.	-7	.
27	O=C1OCCN1P(=O)(c1ccccc1)c1ccccc1	0	-1	0	0	0
28	COc1ccc2c(c1O)-c1c(OC)c(OC)cc3c1[C@H](C2)N(C)CC3	0	9	-2	1	4
29	CCn1c(O)c(/C=N/NC(=O)c2ccccc2)c(=O)[nH]c1=S	-5	-8	11	-5	-9
30	CCN(CC)P(=O)(Oc1cccc(C)c1)N(CC)CC	2	2	1	-4	-5
31	c1ccc2c(CCNC3CCCCC3)c[nH]c2c1	10	4	-2	5	-9
32	CN1CN=C(N[N+](=O)[O-])N(Cc2ccco2)C1	4	13	-3	-7	2
33	Cc1ccc2cc(CNCCc3ccccc3C)c(=O)[nH]c2c1	5	7	0	-5	-6
34	O=[N+]([O-])c1oc2ccc3ccccc3c2c1CCO	.	.	.	10	.
35	CCCC/C(=N/O)c1c(C)[nH]c2ccccc12	7	4	0	-8	6
36	Cc1cc(OCC(=O)NC(Cc2ccc(Cl)cc2)C(=O)O)c2c3c(c(=O)oc2c1)CCCC3 (stereo not drawn)	-7	-8	1	5	-7

no.	PfG6PD inh	SENP6 inh	SENP8 block-1	SENP1 FRET inh
25	4	-4	-296	-21
26	6	.	6	-2
27	-3	-19	11	-1
28	-7	-1	-17	-4
29	-29	-12	-187	-44
30	-12	-18	31	1
31	-10	-1	16	0
32	12	-14	9	4
33	21	2	-170	-21
34	25	.	-2	1
35	-6	8	12	1
36	-1	0	-14	3

Continued; the last 2 above are carried over.
no.	Structure	SENP7 inh	UBC13 inh	MIN6 prolif	HKDC1 inh	SENP8 block-2
35	CCCC/C(=N/O)c1c(C)[nH]c2ccccc12	7	4	0	-8	6
36	Cc1cc(OCC(=O)NC(Cc2ccc(Cl)cc2)C(=O)O)c2c3c(c(=O)oc2c1)CCCC3 (stereo not drawn)	-7	-8	1	5	-7
37	Cc1nn(CC(C)C)c(Cl)c1C(=O)NC1CCCCC1	1	2	4	-6	-7
38	Cc1sc(-n2c(C)cc(C=C3C(=O)NC(=O)NC3=O)c2C)c(C#N)c1C	-4	-17	1	22	-1
39	COc1ccc(OC)c(-n2c(O)c(C=NCCN3CCNCC3)c(=O)[nH]c2=S)c1	2	7	1	-4	1
40	COc1cccc(C(=O)N2C[C@H]3C[C@@H](C2)c2cccc(=O)n2C3)c1	5	-7	0	-5	-6
41	Cc1ccc(CN(Cc2ccccc2)C(=S)NCC(=O)N2CCC3(CC2)OCCO3)o1	5	-11	0	-3	1
42	Cc1cccc(CN2CCN(c3ccc(Cl)cc3)CC2)c1	0	-9	1	-19	-14
43	c1ccc2sc(C3CCCNC3)nc2c1 (stereo not drawn)	3	-3	0	-5	-8
44	Cc1ccc(-n2c(O)c(/C=N/N3CCCCCC3)c(=O)[nH]c2=O)cc1C	-5	-7	1	-2	-5
45	Fc1ccc(CCNCc2ccc(Cl)c(Cl)c2)cc1	-10	6	-3	7	-10
46	CCCCn1c(=O)c(C(=O)Nc2ncccc2C)c(O)c2ccccc21	-1	18	-5	-5	4
47	CCN(CC)c1ccc(N=Cc2c(O)n(-c3ccc(Cl)cc3)c(=O)[nH]c2=O)cc1	-7	-33	-4	6	-7
48	CC(=O)c1c(C)n(Cc2ccccc2)c2ccc(O)cc12	6	10	1	9	-8

no.	PfG6PD inh	SENP6 inh	SENP8 block-1	SENP1 FRET inh
35	-6	8	12	1
36	-1	0	-14	3
37	-5	-10	7	1
38	-3	6	.	.
39	2	15	22	-2
40	0	1	29	2
41	12	1	10	2
42	7	-34	2	1
43	16	-15	31	2
44	3	0	8	1
45	6	-7	10	1
46	4	8	-105	1
47	17	-18	-6	-18
48	-11	-13	5	2

Other structures
no.	Structure	SENP7 inh	UBC13 inh	MIN6 prolif	HKDC1 inh	SENP8 block-2
49	CCCCC(=O)C1C(=O)NC(=O)NC1=O	10	-18	-2	-3	-9
50	O=C1NC(=O)N(Cc2ccccc2)C(=O)/C1=C/c1cnc(-c2ccccc2)nc1	7	-7	-2	-5	1
51	CNC(C(=O)c1ccccc1)C(OC)c1ccc(C)cc1 (stereo not drawn)	4	12	-1	-9	2
52	C[C@]12CCC(OC(=O)CCC(=O)O)CC1=CCC1C2CC[C@]2(C)C(=O)CCC12 (stereo partly drawn)	-4	-4	-4	-3	-8
53	COc1cc(OC)c(OC)cc1CNCCc1cccc(F)c1	-4	4	-1	-5	-5
54	CC(C)CCn1c(=O)c(C(=O)NCc2ccco2)c(O)c2ccccc21	0	0	-2	-1	2
55	COc1ccc(-n2c(-c3ccccc3Br)nc3ccccc3c2=O)cc1	-1	2	-2	1	1
56	COC(=O)C1=C(c2c(C)noc2C)C[C@@H]2CC[C@H]1N2C(=O)NCCOc1ccccc1Cl	8	6	4	-2	12
57	Cn1c(N2CCNCC2)nc2ccccc21	8	11	0	-7	0
58	COC(=O)C1=C(c2cccc(OCc3ccccc3)c2)C[C@@H]2CC[C@H]1N2C(=O)NCc1ccc(Cl)cc1	-1	0	-7	7	-3
59	CCOc1cc(-c2nc3c(C)cccn3c2NCC2CCCO2)ccc1O (stereo not drawn)	-3	17	-1	-8	-1
60	COc1ccccc1NC(=O)COC(=O)c1cn(C)c2ccccc12	-1	32	4	4	-10
61	Cc1ccc(-c2nc3ccccc3c(=O)n2-c2cc(C)ccn2)cc1	2	2	-2	-11	0
62	O=c1[nH]c(=O)n(CCC2=CCCCC2)c(O)c1/C=N/Nc1ccccc1	-6	5	0	2	-11

no.	PfG6PD inh	SENP6 inh	SENP8 block-1	SENP1 FRET inh
49	-10	4	7	0
50	13	3	2	-3
51	-5	-3	8	0
52	-24	-1	10	3
53	-5	-30	19	1
54	-25	-1	-37	3
55	-9	-11	9	1
56	-15	3	14	2
57	4	8	2	2
58	11	6	5	-1
59	24	0	-328	-18
60	40	-2	-2	0
61	-5	6	-4	2
62	-29	-24	23	-20

Four of the compounds above, as labelled records:
[51] CNC(C(=O)c1ccccc1)C(OC)c1ccc(C)cc1 (stereo not drawn)
  SENP7 inh = 4	UBC13 inh = 12	MIN6 prolif = -1	HKDC1 inh = -9	SENP8 block-2 = 2	PfG6PD inh = -5	SENP6 inh = -3	SENP8 block-1 = 8	SENP1 FRET inh = 0

[52] C[C@]12CCC(OC(=O)CCC(=O)O)CC1=CCC1C2CC[C@]2(C)C(=O)CCC12 (stereo partly drawn)
  SENP7 inh = -4	UBC13 inh = -4	MIN6 prolif = -4	HKDC1 inh = -3	SENP8 block-2 = -8	PfG6PD inh = -24	SENP6 inh = -1	SENP8 block-1 = 10	SENP1 FRET inh = 3

[53] COc1cc(OC)c(OC)cc1CNCCc1cccc(F)c1
  SENP7 inh = -4	UBC13 inh = 4	MIN6 prolif = -1	HKDC1 inh = -5	SENP8 block-2 = -5	PfG6PD inh = -5	SENP6 inh = -30	SENP8 block-1 = 19	SENP1 FRET inh = 1

[54] CC(C)CCn1c(=O)c(C(=O)NCc2ccco2)c(O)c2ccccc21
  SENP7 inh = 0	UBC13 inh = 0	MIN6 prolif = -2	HKDC1 inh = -1	SENP8 block-2 = 2	PfG6PD inh = -25	SENP6 inh = -1	SENP8 block-1 = -37	SENP1 FRET inh = 3
